High-throughput results from PubChem BioAssay.
HepG2 viability = HepG2 cytotoxicity, counter-screen for TGF-b inhibitors. 410,000 tested, 0.76% active. Potency, µM (doses to about 46.1 µM), without a hit: at the highest dose activity change, negative = cytotoxicity, most hits filed as cytotoxic. HepG2 CAGA-GFP viability, ATP luminescence, 18 h; further: potency means the concentration at half of the fitted maximal effect; some results filed as inactive show a strong effect at the top dose
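HepG2 CAGA-GFP cells (1000/well, DMEM with 1% FBS) received compound, then TGF-beta at 500 pg/mL final, and were incubated 18 hours at 37 degrees C. Viability was read by CellTiter-Glo luminescence. Media-only wells were set as complete cell-killing and DMSO as no toxicity.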
A549 tox = kills or reduces viability of A549 cells in Nrf2 counter-screen | 390,000 tested, 0.16% active | Potency, µM (titrated, usually from 46 µM), for the others: at the highest dose activity change, negative = cytotoxicity, most hits filed as inhibitors | A549 ARE-Fluc cells, CellTiter-Fluor viability, 18-24 h; further: potency means the concentration at half of the fitted maximal effect; on the % scale 0 is the no-effect control and ±100 the full control effect
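Cytotoxicity counterscreen: CellTiter-Fluor fluorescence was measured in A549 ARE_Fluc cells after 18-24 h of compound exposure in a concentration series. The subsequent BugLite luminescent read reports ARE-luciferase activity.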
Nrf2 activator = Nrf2 pathway activation | AID 624171 | Potency, µM (series often up to 46.1 µM), without a hit: top-dose activation, actives largely listed as activators | AREc32 ARE-luciferase reporter (MCF7-derived line), luminescence, 24 h | 410,000 tested, 0.31% active; further: potency means the concentration at half of the fitted maximal effect; % of control where 0% means no effect; nearly all actives have a fitted effect of over 65% in size
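AREc32_Fluc, 1000 cells/well, OPTI-MEM + 5% FBS, o/n 37 deg C 5% CO2; 23 nL cpd by pin tool, 24 hr; Steady-Glo 30 min RT, luminescence.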
ATXN viability = viability counter-screen for ATXN expression inhibitors | S2 cells (HEK-293 line with an ATXN2-luciferase reporter) viability, CellTiter-Fluor protease fluorescence, 24 h | Potency, µM (highest dose often 56.7 µM), actives largely listed as cytotoxic | 400,000 tested, 0.49% active; further: potency means the concentration at half of the fitted maximal effect; nearly all actives have a fitted effect of over 40% in size
TGFb SMAD3 inh = TGF-b pathway inhibition | HepG2 CAGA-GFP TGF-b/SMAD3 reporter, GFP fluorescence, 18 h; TGF-beta stimulated, 500 pg/mL final | Potency, µM (highest dose often 46.1 µM), for the others: at the top dose activity, negative = inhibition, hits mostly inhibitors | 410,000 tested, 1.2% active | AID 588855; further: potency means the concentration at half of the fitted maximal effect; on the % scale 0 is the no-effect control and ±100 the full control effect; nearly all actives have a fitted effect of over 65% in size
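HEPG2 CAGA-GFP reporter cells (1000/well, DMEM with 1% FBS) received compounds, then recombinant TGF-beta at 500 pg/mL final for 18 hours at 37 degrees C. Per-cell GFP summed per well was normalised to unstimulated and stimulated DMSO controls before curve fitting.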
ATXN2 expr inh = inhibitors of ATXN2 expression; HEK-293 ATXN2-luciferase reporter, luminescence, 24 h; Potency, µM (top dose mostly 57 µM), inactives show at the top dose activity change, negative = inhibition, usual class: inhibitors; 360,000 tested, 0.72% active; AID 1745845; further: potency means the concentration at half of the fitted maximal effect; on the % scale 0 is the no-effect control and ±100 the full control effect; nearly all actives have a fitted effect of over 55% in size
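ATXN2-luciferase reporter cells (luciferase flanked by upstream and downstream ATXN2 gene portions) were treated 24 h at 37 °C with compounds at up to 57 uM. SteadyGlo luminescence gave expression; GF-AFC fluorescence gave viability.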
MCF10A rerep = induces DNA re-replication in MCF 10a normal breast cells | MCF 10A DNA re-replication, Hoechst nuclear intensity, 48 h | Potency, µM (doses to about 46.1 µM), inactives show at the top dose activity, positive = re-replication, actives largely listed as activators | AID 624296 | 350,000 tested, 2.9% active; further: potency means the concentration at half of the fitted maximal effect; % of control where 0% means no effect; nearly all actives have a fitted effect of over 50% in size
IL1B secr inh = inhibitors of inflammasome signaling (IL-1 beta secretion); THP-1 LPS/ATP IL-1B secretion, AlphaLISA, 16 h; stronger effect = lower value; activity change, % at 57.5 µM; 360,000 tested, 4.7% active; AID 743279; in the data active means activity change below about -50%; inconclusive means mostly about -30% to -49%; further: on the % scale 0 is the no-effect control and ±100 the full control effect
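Secreted IL-1B measured by AlphaLISA bead assay after 16 h compound exposure of THP-1 cells; compounds (final up to 57.5 uM) added 1 h before LPS (250 ng/mL) and ATP (1.25 mM) stimulation; lower signal means less secretion.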
Nrf2 inh = Nrf2 pathway inhibition; 360,000 tested, 2.1% active; A549 ARE-Fluc reporter, luciferase luminescence, 18-24 h; Potency, µM (doses to about 46 µM), without a hit: at the top dose activity change, negative = inhibition, most hits filed as inhibitors; further: potency means the concentration at half of the fitted maximal effect; on the % scale 0 is the no-effect control and ±100 the full control effect; nearly all actives have a fitted effect of over 60% in size
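Concentration-response testing used A549 ARE_Fluc cells at 5000 cells/well. Following an 18-24 h compound incubation, viability was read by fluorescence (Ex 405/Em 525) and luciferase output by luminescence.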
Numbers without * were called inactive; i = inactive; ? = inconclusive; . = no result given; [ ] = dose if it differs, or a comment. Unless noted, the call rests on the fitted dose curve; in most records, active means well fitted curve in the direction sought with a large enough effect; inconclusive means small, poorly fitted or top-dose-only effect, or another doubt; inactive means no such curve, though single readings can be large; an effect the other way counts as inactive or inconclusive.

The first five entries, ahead of the listing:
The line under a structure holds: HepG2 viability | A549 tox | Nrf2 activator | ATXN viability | TGFb SMAD3 inh | ATXN2 expr inh | MCF10A rerep | IL1B secr inh | Nrf2 inh
O=C(CN(C(=O)c1ccc(Cl)cc1)C1CCCCC1)Nc1ccc(Cl)c([N+](=O)[O-])c1
    -27% | ? | 5.9% | ? | ? | ? | 7% | ? | ?
N#CC1=C(N)OC2=C(C(=O)CCC2)C1C1C=CCCC1 (stereo not given)
    36% | 7% | -0.4% | i | 0% | -6% | 0% | -12 | .
S=C(NCCCN1CCOCC1)Nc1ccc(Cl)cc1Cl
    -2% | 14% | -0.9% | i | 5% | 0% | 7% | 19 | 8%
CCCCC(=O)c1ccc(O)cc1O
    -22% | -4% | 0.6% | i | -36% | 2% | -16% | 1 | 6%
CN=C1CC(SC)=C1c1ccc(C)cc1
    -3% | -10% | -0.7% | i | -24% | -17% | 2% | -22 | -17%

Results, repeating the preview:
The line under a structure holds: HepG2 viability | A549 tox | Nrf2 activator | ATXN viability | TGFb SMAD3 inh | ATXN2 expr inh | MCF10A rerep | IL1B secr inh | Nrf2 inh
O=C(CN(C(=O)c1ccc(Cl)cc1)C1CCCCC1)Nc1ccc(Cl)c([N+](=O)[O-])c1
    -27% | ? | 5.9% | ? | ? | ? | 7% | ? | ?
N#CC1=C(N)OC2=C(C(=O)CCC2)C1C1C=CCCC1 (stereo not given)
    36% | 7% | -0.4% | i | 0% | -6% | 0% | -12 | .
S=C(NCCCN1CCOCC1)Nc1ccc(Cl)cc1Cl
    -2% | 14% | -0.9% | i | 5% | 0% | 7% | 19 | 8%
CCCCC(=O)c1ccc(O)cc1O
    -22% | -4% | 0.6% | i | -36% | 2% | -16% | 1 | 6%
CN=C1CC(SC)=C1c1ccc(C)cc1
    -3% | -10% | -0.7% | i | -24% | -17% | 2% | -22 | -17%
Cc1cc(C)cc(OCc2nnc(SCC(=O)Nc3ccccc3)o2)c1
    0% | -5% | 0.1% | i | 12% | -8% | -182%[0.0737 µM] | 14 | 19%
COc1ccc(N2C(=O)C3C4C=CC(C5CC45)C3C2=O)c([N+](=O)[O-])c1 (stereo not given)
    -4% | -5% | -0.7% | ? | 23% | 6% | -5% | 1 | 9%
CCc1cc2c(=O)c(-c3cnn(-c4ccccc4)c3)coc2c(CN2CCOCC2)c1O
    0% | 1% | -0.6% | i | ? | ? | 11% | ? | -17%
Cc1nc(NCCc2ccc(S(N)(=O)=O)cc2)c2c(C)c(C)sc2n1
    -29% | 6% | 1.8% | i | -19% | ? | 9% | -2 | ?
O=C(N/N=C/c1ccc(N2CCOCC2)cc1)C1CC1
    0% | -2% | 2.3% | i | -14% | 40%[activator] | -3% | 8 | ?
COc1ccc(C(Nc2ccccn2)c2oc(CO)cc(=O)c2O)cc1 (stereo not given)
    1% | 0% | 0.6% | i | -6% | 8% | -67%[inhibitor] | 13 | 7%
CCc1nc2ccc(C(=O)N(CC)CCN(C)C)cn2c1N(C=O)CCC(C)C
    -3% | . | -0.4% | i | 18% | -2% | . | 16 | .
O=C(Nc1ccc(SC(F)F)cc1)C12CCC(CC1)C2
    -19% | 1% | -0.2% | i | -10% | 15% | -2% | ? | ?
CC1(C)CC2CC(C)(CN2C(=O)CCCN2C(=O)c3ccccc3C2=O)C1 (stereo not given)
    -4% | -11% | -0.2% | i | ? | 6% | -4% | 0 | 6%
CCN(CCCNC(=O)CSc1cc(=O)n(C)c2cc(Cl)ccc12)Cc1ccccc1
    -29% | -5% | -0.3% | i | -1% | ? | -1% | -66* | ?
O=C(Nc1ccn(-c2ccccc2)n1)c1ccc(Cl)cc1
    -14% | 5% | 4.0% | i | -9% | 17% | ? | 0 | -4%
Cc1ccc(C(=O)NCc2ccncc2)cc1S(=O)(=O)Nc1cccc(C)c1C
    -1% | -8% | -0.8% | i | 10% | 11% | 0% | 6 | ?
CC(OC(=O)c1n[nH]c2ccccc12)C(=O)Nc1ccccc1[N+](=O)[O-] (stereo not given)
    -33% | -1% | 9.4% | i | ? | 32% | -2% | 6 | ?
O=C(O)/C=C\C(=O)N1CCc2ccccc21
    -9% | 0% | 0.0% | i | -12% | 7% | -3% | 21 | 6%
NS(=O)(=O)c1ccc(CCNC(=O)/C=C/c2ccc([N+](=O)[O-])cc2)cc1
    -2% | 11% | 3.9% | i | -27% | -20% | 5% | 0 | -6%

(further entries)
structure	HepG2 viability	A549 tox	Nrf2 activator	ATXN viability	TGFb SMAD3 inh	ATXN2 expr inh	MCF10A rerep	IL1B secr inh	Nrf2 inh
COc1cccc(-c2onc3ccc(C4(C)OCCO4)cc23)c1	-32%	0%	4.4%	i	-18%	1%	18µM*	-87*	3%
O=C(CC1Sc2ccccc2NC1=O)Nc1cccc(C(=O)O)c1 (stereo not given)	-1%	-3%	-3.1%	i	5%	23%	1%	29	19%
Cc1ccc(NC(=O)Cn2nc(C)c(S(=O)(=O)N(C)C)c2C)cc1	-4%	2%	-0.3%	i	-7%	.	2%	-15	-12%
COc1ccc(Cn2cc(CN3CC(N4CCCCC4)CS3(=O)=O)nn2)cc1 (stereo not given)	.	.	0.3%	i	.	9%	.	14	.
CCOC(=O)c1ccc(NC(=O)CN(Cc2ccc(Cl)cc2)S(C)(=O)=O)cc1	-14%	8%	2.1%	i	-4%	-10%	-5%	-17	.
CC(C#N)(NC(=O)COC(=O)c1ccccc1NCCO)C1CC1 (stereo not given)	-10%	6%	-0.3%	i	-18%	-8%	-2%	6	1%
CCc1cccc(N2C(=O)CSC23C(=O)N(Cc2ccccc2F)c2ccccc23)c1 (stereo not given)	-11%	-11%	0.6%	?	?	?	.	.	?
CCC(=O)c1ccc(OCC(=O)N2CCN(c3ncccn3)CC2)cc1	13%	8%	0.2%	i	-1%	-2%	-8%	11	8%
N/C(=N\c1nc2c(c(=O)[nH]1)CCCC2)Nc1ccccc1	-17%	-8%	0.4%	i	-1%	9%	-3%	6	-12%
Cc1[nH]c2ccccc2c1C(=O)/C=C/c1ccccc1Cl	-8%	?	?	?	4%	81%[activator]	?	-105*	?
CC1(C)CC(=O)C=C(Nc2cc(-c3ccccc3)[nH]n2)C1	-15%	-14%	-0.4%	i	23%	8%	24%	?	-24%
Cc1ccccc1C(=O)NC1CCN(Cc2nnnn2Cc2ccc(F)cc2)CC1	-24%	-3%	0.5%	i	-2%	4%	2%	6	25%
COc1ccc(-n2nc(C(=O)N3CCCCC3C)c3c4ccccc4n(C)c3c2=O)cc1Cl (stereo not given)	-30%	-7%	3.1%	i	-5%	13%	.	.	2%
Cc1nc(-c2cccc(S(=O)(=O)N3CCCC(C)C3)c2)cs1 (stereo not given)	-31%	1%	6.3%	i	-15%	-6%	2%	-16	-11%
CCC(Cc1ccccc1)NS(=O)(=O)c1c(C)nc2sccn2c1=O (stereo not given)	-13%	0%	-0.6%	i	-2%	-23%	2%	6	14%
CCOc1ccc(N(C)C(=O)C2CCN(S(=O)(=O)c3ccc4c(c3)CCCN4C(C)=O)CC2)cc1	-18%	-2%	5.6%	i	?	-14%	.	.	.
O=C1CC(c2ccco2)CC(O)=C1C=NCCN1CCN(C(=S)Nc2ccccc2)CC1 (stereo not given)	0%	1%	0.2%	i	-7%	1%	-2%	18	3%
O=C(NCc1ccccc1)c1nc(-c2cccs2)no1	4%	6%	3.7%	i	?	25%	?	52	13%
O=C(CSC1=Nc2ccccc2C2=NC(CC(=O)N3CCN(c4ccccc4)CC3)C(=O)N12)NCC1CCCO1 (stereo not given)	5%	-4%	-0.5%	i	7%	0%	5%	10	17%
CCCn1c(=O)c2sccc2n2c(CCCC(=O)NCc3ccco3)nnc12	-2%	-2%	0.0%	i	-17%	2%	-3%	3	1%
CCn1c(SCC(=O)NC2CC2)nnc1-c1ccccc1OC	1%	6%	-0.1%	?	-3%	5%	-33%[inhibitor]	37	4%
O=C(COc1ccc(/C=N/NS(=O)(=O)c2ccccc2)cc1)NCc1ccccc1	14%	-8%	0.1%	?	17%	-7%	3%	4	-15%
CCOC(=O)c1cnc2ccc(OC(F)(F)F)cc2c1Nc1ccccc1C(=O)O	-4%	-17%	-0.1%	i	0%	1%	.	.	-25%
O=[N+]([O-])c1ccc2oc(-c3cccc(O)c3)nc2c1	-38%	-3%	6.3µM*	i	-19%	84%[activator]	4%	-4	0%
CSc1cccc(NC(=O)CSc2nnc(C)s2)c1	-59%	-4%	-0.7%	i	-8%	-8%	3%	3	-18%
Cc1cc(Nc2n[nH]c(N)c2C#N)ccc1F	4%	-7%	6.5%	i	-1%	.	0%	?	9%
Cc1cc(C)cc(OCc2cc(=O)n3c4c(sc3n2)CCCC4)c1	0%	-2%	-0.4%	i	-2%	4%	.	.	-3%
